HCV core dimer: inhibitors of HCV core protein dimerization, primary screen, biochemical, TR-FRET, high-throughput; TR-FRET GST/Flag-core106 dimerization, 1536-well; actives 0.33% (n = 300,000); inhibition, % at 5 µM;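 active = inhibition above the mean of all tested compounds plus 3 SD, set per screening campaign, cut at about 45% in these data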
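assay system = GST-tagged and Flag-tagged HCV core protein residues 1-106 | controls = unlabelled core106 and no-GST-core106 wells | incubation = compound-protein-antibody incubation 4 h at 22.5 °C | probe or stimulus = Eu donor and XL665 acceptor anti-tag antibodies | read-out = % inhibition based on acceptor/donor emission ratio | signal = TR-FRET 671 and 617 nm emission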
PP5 inh: PP5 phosphatase inhibitors, primary screen, biochemical, fluorescence; Serine/threonine-protein phosphatase 5 (Homo sapiens), P53041; inhibition, % at 6.7 µM; actives 0.18% (n = 320,000); purified PP5c, OMFP substrate fluorescence;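 active = inhibition above the campaign's mean inhibition across all tested compounds plus 3 SD, cut at about 9.5% in these data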;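 also: 0% = DMSO only and 100% = 100 µM cantharidin control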
proCasp7 act: procaspase-7 activators, primary screen, counter-screen for procaspase-3 activator project, biochemical, absorbance, HTS, human | Caspase-7 (Homo sapiens), P55210 | recombinant procaspase-7, Ac-DEVD-pNA absorbance 405 nm; D23A/D198A/D206A triple mutant, cannot self-cleave; scale: DMSO 0, 5 µM enzyme 100 | activation, % at 8.5 µM | actives 0.093% (n = 330,000) | AID 463210, 2010;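 active = percent activation above the screen-wide mean plus 3 SD, cut at about 25% in these data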
Target sequence (P55210 whole entry D23A/D198A/D206A): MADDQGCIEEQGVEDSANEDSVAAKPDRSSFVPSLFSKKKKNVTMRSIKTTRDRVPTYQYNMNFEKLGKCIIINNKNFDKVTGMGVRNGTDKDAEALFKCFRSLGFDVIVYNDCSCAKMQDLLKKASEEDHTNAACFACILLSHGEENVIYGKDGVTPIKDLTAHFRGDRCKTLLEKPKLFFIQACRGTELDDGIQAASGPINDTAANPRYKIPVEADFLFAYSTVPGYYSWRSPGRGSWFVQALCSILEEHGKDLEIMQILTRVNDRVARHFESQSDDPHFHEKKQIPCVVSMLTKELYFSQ
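Material: Procaspase-7 triple mutant (PC-7 D3A) | Quantity: 2 µM procaspase-7 mutant as dispensed | Reagent: DEVD-pNA substrate | Times: 1 h preincubation, 2 h reaction | Technique: 405 nm absorbance of p-nitroaniline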
TPT1 inhibitor: Candida albicans TPT1 enzyme inhibitors, primary screen, biochemical, fluorescence polarization; recombinant caTPT1, FP RNA substrate dephosphorylation; tRNA 2'-phosphotransferase TPT1 (Candida albicans SC5314); AID 1962, 2009; actives 0.81% (n = 300,000); inhibition, % at 5 µM;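 active = inhibition above the mean of all tested compounds plus 3 SD, set per screening campaign, cut at about 24% in these data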;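 also: plate controls were DMSO alone for no effect and ferristatin control at 100 nM for full effect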
CTSL1 counter: Fasciola hepatica cathepsin L1 inhibitors, primary screen, counter-screen for PFM18AAP inhibitor project, biochemical, QFRET, fluorogenic peptide substrate. recombinant F. hepatica cathepsin L1, Z-Leu-Arg-MCA fluorescence. inhibition, % at 5.96 µM. actives 0.49% (n = 300,000);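 active = inhibition above the mean of all tested compounds plus 3 SD, set per screening campaign, cut at about 17% in these data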;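 also: 0% = plate median of test compound wells and 100% = 1 µM Z-Phe-Ala-diazomethylketone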
AHR act: AHR activators, primary screen, cell-based, luminescence, luciferase reporter, human | Aryl hydrocarbon receptor (Homo sapiens), P35869 | AHR-responsive luciferase reporter cells | activation, % at 5 µM | actives 2.5% (n = 320,000); in the data active = activation above about 47%;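 also: 0% = vehicle wells and 100% = reference agonist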
PP1 inh: PP1-alpha phosphatase inhibitors, primary screen, counter-screen for PP5 inhibitor project, biochemical, fluorescence, OMFP substrate, single point. Serine/threonine-protein phosphatase PP1-alpha catalytic subunit (Homo sapiens), P62136. purified PP1alpha. inhibition, % at 6.7 µM. actives 0.9% (n = 320,000);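 active = inhibition above the mean inhibition of all tested compounds plus 3 SD, computed separately for each screening campaign, cut at about 15% in these data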
Target sequence (P62136 whole entry, looked up): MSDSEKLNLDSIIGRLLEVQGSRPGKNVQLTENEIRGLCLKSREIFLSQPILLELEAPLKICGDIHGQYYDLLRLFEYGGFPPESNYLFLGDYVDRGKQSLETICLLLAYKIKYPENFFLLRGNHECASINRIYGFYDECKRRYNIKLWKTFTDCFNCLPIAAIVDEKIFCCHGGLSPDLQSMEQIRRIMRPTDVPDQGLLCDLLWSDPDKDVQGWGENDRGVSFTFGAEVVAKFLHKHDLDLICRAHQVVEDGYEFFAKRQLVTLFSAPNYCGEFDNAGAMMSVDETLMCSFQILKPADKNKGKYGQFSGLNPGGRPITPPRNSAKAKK
PAFAH2 inh: PAFAH2 enzyme inhibitors, primary screen, biochemical, fluorescence polarization, human; Platelet-activating factor acetylhydrolase 2, cytoplasmic (Homo sapiens), Q99487; recombinant PAFAH2, FP-rhodamine activity probe; inhibition, % at 3.39 µM; actives 0.99% (n = 340,000); AID 492956, 2010;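 active = inhibition above the mean over all tested compounds plus 3 SD, cut at about 30% in these data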;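 also: inhibitors block probe labeling of enzyme so polarization drops; 0% = enzyme with DMSO and 100% = wells lacking PAFAH2 protein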
proCasp3 act: activators of human procaspase-3 D3A mutant, primary screen, biochemical, absorbance, PC-3 D3A mutant, single concentration. recombinant procaspase-3 D3A, Ac-DEVD-pNA absorbance 405 nm. activation, % at 8.5 µM. actives 0.11% (n = 330,000);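 active = activation above the mean of all tested compounds plus 3 SD, cut at about 21% in these data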;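 also: 0% = DMSO alone and 100% = DMSO wells spiked with extra 5 µM PC-3 D3A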
Target sequence (P42574 whole entry D9A/D28A/D175A): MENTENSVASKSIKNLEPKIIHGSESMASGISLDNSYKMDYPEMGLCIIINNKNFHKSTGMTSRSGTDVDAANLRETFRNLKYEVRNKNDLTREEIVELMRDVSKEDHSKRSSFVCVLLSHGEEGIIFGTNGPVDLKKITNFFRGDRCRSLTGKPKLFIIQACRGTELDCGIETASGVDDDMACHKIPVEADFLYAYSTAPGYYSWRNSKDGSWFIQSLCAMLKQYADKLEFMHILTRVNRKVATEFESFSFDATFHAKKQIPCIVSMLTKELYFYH
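Compound: 8.5 µM single point, 0.8% DMSO / Material: Autoprocessing-dead procaspase-3 D3A mutant enzyme / Timing: 1 h preincubation plus 2 h reaction at 25 °C / Medium: Zinc-free HEPES/NaCl buffer with 0.01% Triton X-100 at pH 7.4 / Technique: 405 nm absorbance of p-nitroaniline, reads at 0 and 120 min / Repeats: one well per compound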
Numbers without * were called inactive; · = no result given. Rows were taken by chance (roughly 5.6% active in at least one column).

SMILES | HCV core dimer | PP5 inh | proCasp7 act | TPT1 inhibitor | CTSL1 counter | AHR act | PP1 inh | PAFAH2 inh | proCasp3 act
Cc1c(NC(=S)N/N=C/c2cccc(O)c2)c(=O)n(-c2ccccc2)n1C | -5 | -0.1 | 1 | 0 | 2 | 2 | 1 | 2 | 3
CCN1C(=O)c2ccccc2S(=O)(=O)c2ccc(C(=O)NCCCN(CC(C)C)CC(C)C)cc21 | -16 | 1.2 | 5 | 0 | -5 | 6 | 10 | 0 | 8
Cc1ccc(N=C2NC(=O)/C(=C\c3ccc(C)s3)S2)cc1 | 12 | 0.2 | 10 | -1 | 2 | 3 | -2 | -5 | 1
COCCCNC(=O)c1ccc(CN2CCc3ccccc3C2)cc1 | -2 | -4.1 | 4 | 0 | 2 | 0 | -7 | 10 | 0
O=C(OCc1ccco1)c1ccc(S(=O)(=O)N2CCCCC2)cc1 | 80* | 2.1 | -21 | 7 | 0 | 13 | 5 | 4 | -5
COC(=O)c1cc(OC)c(OC)cc1NC(=O)Nc1ccc(OC)cc1OC | 1 | 5.9 | -7 | -2 | 7 | 4 | 0 | -27 | -5
CCOC(=O)C1CCCN1C(=O)c1ccc(OC)c(Br)c1 (stereo not drawn) | -4 | -1.4 | 8 | -4 | 1 | 6 | -1 | 5 | -1
Cn1c(=O)c2c(SCC(=O)N3CCCc4ccccc43)nc(C3CC3)nc2n(C)c1=O | 27 | 3.3 | -1 | -5 | 0 | 2 | 1 | 6 | -9
Cc1ccc(NC(=O)CCSc2nnc3ccccn23)cc1 | -8 | -2.7 | -6 | -4 | 6 | -11 | -5 | -4 | -1
COc1ccc(CN(C(=O)c2cc(=O)c3cc(C)cc(C)c3o2)C2CCS(=O)(=O)C2)cc1 (stereo not drawn) | 0 | 1.9 | -4 | 5 | 1 | -1 | -3 | -2 | -3
CCOC(=O)C1CCCN(S(=O)(=O)c2c(C)[nH]c(C)c2C(=O)N2CCCC2)C1 (stereo not drawn) | 9 | 0.0 | 8 | 0 | -1 | -1 | -2 | 7 | 7
CCC(=O)Nc1ccc(Cl)c(NC(=O)C(C)C)c1 | -4 | -2.0 | -4 | 0 | -1 | 0 | -9 | 4 | -1
Cc1cccc(NC(=O)Cn2c(=O)n(Cc3ccco3)c(=N)c3c4c(sc32)COC(C)(C)C4)c1 | 13 | 0.4 | -4 | 4 | 1 | 0 | -1 | 2 | 4
N#CCCN(Cc1cccnc1)C(=S)NC(=O)c1ccc(S(=O)(=O)N2CCCC2)cc1 | -2 | -1.2 | -9 | 2 | 2 | -2 | -6 | -4 | -8
COC(=O)c1ccc(S(=O)(=O)NNC(=O)c2ccc(S(=O)(=O)N3CCCCC3)cc2)cc1 | -4 | 3.7 | 6 | 3 | 0 | -3 | 5 | -6 | 4
CC1=CC=CC2=NC(=O)CC(C)(C(=O)N(CC(=O)NC3CCCC3)c3ccc(F)cc3)N12 (stereo not drawn) | 2 | 0.3 | 5 | 2 | -2 | 2 | 0 | -4 | 2
O=C(c1cnn2c(C(F)F)cc(-c3ccccc3)nc12)N1CCN2CCCC2C1 (stereo not drawn) | 2 | -0.2 | 11 | -1 | 1 | 1 | -2 | 3 | 1
CCCNC(=S)NCCN1CCCCC1 | -15 | 2.5 | -29 | 1 | 1 | 4 | 0 | -3 | -3
Cc1ccc(NC(=O)Cc2ccc3c(c2)OCCO3)cc1S(=O)(=O)N1CCCCC1 | -1 | 2.2 | 7 | -7 | 1 | 0 | 0 | 5 | 4
CC(=O)c1cccc(NC(=O)c2cc(-c3ccncc3)nc3ccccc23)c1 | · | 1.4 | 11 | · | · | 9 | 6 | 3 | 6
CCn1c(CNc2ccc(C(=O)O)cc2)nc2ccccc21 | -7 | 1.2 | -9 | -1 | -2 | 5 | 3 | 5 | 12
NC(=O)NC(CC(=O)Nc1cccnc1)c1cccc(Br)c1 (stereo not drawn) | -4 | 0.0 | 0 | -3 | 5 | 2 | -2 | 0 | -2
OCCN(CCO)c1ccc2ccccc2c1 | -15 | -0.5 | 1 | -6 | -2 | 8 | -2 | 4 | 3
CCCCc1c(O)nc(SCC(=O)Nc2cccc3ccccc23)n(-c2ccccc2OC)c1=O | 7 | 0.1 | -8 | 5 | 4 | 7 | 3 | 13 | 1
CC1=C(C(=O)Nc2ccc(C)cn2)C(c2cnn(C)c2)C2=C(CCCC2=O)N1 (stereo not drawn) | -12 | 1.9 | 0 | 2 | 0 | 1 | -2 | 12 | 4
CC(=O)c1c(C)[nH]c(C(=O)NCc2ccccc2Cl)c1C | 3 | 5.0 | 2 | 4 | -1 | -5 | -2 | -1 | 0
Cc1cc([N+](=O)[O-])cc2c1NC(c1ccccn1)C1CC=CC21 (stereo not drawn) | 49* | -0.6 | -1 | 3 | 4 | 11 | 1 | 7 | -1
COc1ccc(OC)c(C(C)NC(C)=O)c1 (stereo not drawn) | -5 | 0.5 | -12 | -1 | 5 | 1 | -4 | -6 | -4
COc1ccc(/C=C2\CCOC2=O)cc1 | 0 | -1.2 | -6 | -2 | 1 | 4 | 4 | -1 | -2
CN(C)S(=O)(=O)c1ccc(N2CCCC2)c(C(=O)NC2CCCCC2)c1 | -1 | -0.2 | 5 | -1 | -6 | -1 | -8 | 0 | 9
CCOC(=O)N1CCN(S(=O)(=O)c2ccc3c(c2)SC(C)C(=O)N3)CC1 (stereo not drawn) | 4 | 2.6 | 4 | 4 | -1 | 2 | -1 | 7 | 2
S=C(NCc1ccc(Cl)cc1)N1CCN(c2ccccn2)CC1 | -2 | -0.6 | -5 | 1 | -2 | -2 | -1 | 2 | -2
COCCCNC(=O)c1cc2c(s1)CS(=O)(=O)C2 | -5 | 2.9 | 3 | 0 | -3 | -1 | -1 | 4 | 6
O=C(NC(=S)NNS(=O)(=O)c1ccccc1)c1ccc([N+](=O)[O-])cc1 | -10 | 2.1 | -1 | 8 | -1 | 3 | -2 | 3 | 2
O=C(CN1CCc2ccccc2C1)Nc1cccc(S(=O)(=O)N2CCOCC2)c1 | · | 2.9 | -6 | · | · | 1 | 0 | 5 | 2
Cc1ccc(OCCOCCNC(C)C)c(Br)c1 | 0 | 2.2 | -2 | -6 | 4 | 12 | 1 | 6 | 2
COC(=O)C1CSC(C(=O)OC)N1C(=O)CN1CCN(c2ccccc2)CC1 (stereo not drawn) | -2 | 0.5 | 4 | -1 | -1 | -1 | -3 | 0 | 8
CCOc1ccc(C(=O)NC(=S)NCCCN2CCOCC2)cc1 | -1 | 0.2 | 14 | -3 | 1 | 21 | -4 | -6 | 2
O=C(NC1CC1)c1cccc(NC(=O)c2cnn(-c3ccccc3)n2)c1 | · | · | 4 | · | · | 59* | · | 5 | -5
CCOC(=O)C(C)n1ncn2cccc2c1=O (stereo not drawn) | -6 | -0.6 | 6 | -1 | 1 | -1 | 2 | 2 | 0

The closing 3 entries of the part before are carried over, then new ones follow:
SMILES | HCV core dimer | PP5 inh | proCasp7 act | TPT1 inhibitor | CTSL1 counter | AHR act | PP1 inh | PAFAH2 inh | proCasp3 act
CCOc1ccc(C(=O)NC(=S)NCCCN2CCOCC2)cc1 | -1 | 0.2 | 14 | -3 | 1 | 21 | -4 | -6 | 2
O=C(NC1CC1)c1cccc(NC(=O)c2cnn(-c3ccccc3)n2)c1 | · | · | 4 | · | · | 59* | · | 5 | -5
CCOC(=O)C(C)n1ncn2cccc2c1=O (stereo not drawn) | -6 | -0.6 | 6 | -1 | 1 | -1 | 2 | 2 | 0
O=C(CCc1ccccc1)N/N=C/c1cc(Br)ccc1O | 4 | 2.7 | 5 | -1 | 0 | 33 | 3 | 6 | 4
CC(=O)Nc1cccc(-c2cnc3ccccc3n2)c1 | 1 | -1.0 | 16 | -5 | -1 | 12 | 0 | 2 | 3
COc1ccccc1C(=O)NCC(=O)OC(C)C(=O)NC(=O)NC1CCCCC1 (stereo not drawn) | -2 | 1.8 | 7 | 0 | -13 | -1 | 0 | -2 | 4
Cc1cc(O)ccc1NS(=O)(=O)c1ccc2c3c(cccc13)C(=O)N2 | 8 | 0.2 | 17 | -3 | 2 | 13 | -1 | 0 | 0
CCN1C(=O)[C@H]2[C@@H](c3ccc(-c4cccc(Cl)c4)c(OC)c3)N[C@@](CC(C)C)(C(=O)OC)[C@H]2C1=O | 2 | 4.2 | 6 | 0 | 7 | 3 | 3 | 2 | 11
COc1ccc(C)cc1NC(=O)CCC(=O)Nc1nnc(C2CCCCC2)s1 | 1 | 2.3 | 0 | -2 | 0 | -1 | -1 | -4 | 5
CCOc1ccc(NC(=O)c2cc([N+](=O)[O-])ccc2N2CCOCC2)cc1 | 1 | -0.2 | -6 | 2 | 4 | 74* | -4 | 4 | 2
O=c1[nH]c(CN2CCCC2)nc2sc3c(c12)CCC3 | 1 | 2.0 | 4 | 9 | -1 | -1 | -2 | -3 | -9
CCN1CCCc2cc(CN(CCN3CCOCC3)C(=S)Nc3cccc(C)c3)ccc21 | 1 | 2.0 | -17 | -1 | -3 | 2 | 5 | 3 | -1
COc1ccc(OCc2nc(N)nc(Nc3ccc(C)cc3)n2)cc1 | 1 | 6.1 | -2 | 7 | 2 | 65* | -1 | -2 | 5
Cc1cccc(C2c3[nH]c4ccccc4c3CCN2C(=O)c2noc3c2CCCC3)n1 (stereo not drawn) | 7 | 2.4 | -1 | 1 | -1 | 19 | 1 | 10 | -7
CCc1nnc(NC(=O)CSc2n[nH]c(-c3ccccc3O)n2)s1 | -9 | 1.8 | 12 | 0 | -3 | 0 | -1 | 2 | -1
CSCCC(NC(=O)c1ccco1)C(=O)NCCc1ccc(Cl)cc1 (stereo not drawn) | · | · | 1 | · | · | 0 | · | 2 | 2
O=C(Nc1nnc(S(=O)(=O)N2CCCC2)s1)c1ccccc1Br | 9 | -0.4 | -4 | -2 | 81* | -1 | -3 | -5 | 7
Cc1cc(C)nc(N2CCCC(C(=O)NCCc3ccccc3F)C2)n1 (stereo not drawn) | 6 | 0.1 | 6 | 0 | -5 | 2 | -5 | -2 | -4
CN(C)/C=C1/N=C(c2ccccc2)OC1=O | -4 | -0.5 | -2 | -3 | 3 | -6 | -3 | -3 | 9

Assay outcomes from PubChem.
